Pemphigus Ab inh = blocks pemphigus antibody binding to human desmoglein-3. P32926. DSG3-coupled beads, scFv-anti-DSG3-GFP binding, flow cytometry; active compounds read low. binding (percent of control), % at 10 µM. actives 0.48% (n = 310,000). AID 588358;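 active = binding more than 3 SD below its plate's average and above zero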;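 also: hits lower antibody fragment binding to DSG3; some compounds called inactive have numbers as strong as hits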
SR-BI HDL uptake = blocks mouse SR-BI lipid uptake from DiI-HDL; Q61009; ldlA[mSR-BI] CHO cells, DiI-HDL uptake fluorescence, 3 h; inhibition, % at 12.5 µM; actives 0.96% (n = 320,000);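 active = mean replicate inhibition of at least 70% and a set share of replicates each scoring 70 or more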;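 also: 0% = median of neutral control wells and 100% = median of positive control wells; values of inactives mirror those of a sister screen read the other way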
Target sequence (Q61009 whole entry, looked up): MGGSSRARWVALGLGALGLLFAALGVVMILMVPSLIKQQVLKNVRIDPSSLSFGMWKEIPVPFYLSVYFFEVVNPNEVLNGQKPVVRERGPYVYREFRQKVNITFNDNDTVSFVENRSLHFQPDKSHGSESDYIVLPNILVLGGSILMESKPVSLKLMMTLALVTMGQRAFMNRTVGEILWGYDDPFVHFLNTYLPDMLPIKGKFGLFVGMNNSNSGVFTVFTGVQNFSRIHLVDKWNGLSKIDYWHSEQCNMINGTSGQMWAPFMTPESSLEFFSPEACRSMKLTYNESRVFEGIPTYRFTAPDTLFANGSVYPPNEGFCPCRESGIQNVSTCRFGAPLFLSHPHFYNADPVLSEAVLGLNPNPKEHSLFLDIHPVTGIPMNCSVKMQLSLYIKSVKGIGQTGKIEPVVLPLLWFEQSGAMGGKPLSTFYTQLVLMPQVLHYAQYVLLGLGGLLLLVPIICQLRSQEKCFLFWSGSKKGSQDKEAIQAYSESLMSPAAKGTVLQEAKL
Arrestin-AP2 inh = human beta-arrestin and AP2 interaction inhibition. AID 504490. FITC-arrestin peptide / GST-AP2 beads, flow cytometry; AP2 beta2 appendage carries R879A mutation. actives 0.31% (n = 340,000). inhibition, % at 10 µM;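 active = inhibition above a set limit, near 3 SD of compounds lacking own fluorescence, cut at about 54% in these data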;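 also: plate controls were DMSO wells for no effect and 5 µM unlabelled arrestin peptide for full effect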
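system = GST-tagged AP2 beta2-adaptin appendage (R879A) on 4 µm glutathione beads | reagent = FITC-labelled arrestin peptide probe, 50 nM final | schedule = compound with beads 12 min RT, then probe 1 h RT | signal = HyperCyt-sampled flow cytometry, FL1 channel, ex 488/em 535 nm | read-out = percent response from loss of bead-bound FITC fluorescence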
NSD2 inh = blocks human histone methyltransferase NSD2. NSD2 peptide methylation, AlphaScreen, 120 min. inhibition, % at 12.5 µM. O96028. actives 0.54% (n = 310,000); in the data active = inhibition above about 50%
Mot1-301 SUMO = blocks SUMOylation pathway, rescuing yeast Mot1-301 growth; AID 2716; actives 1% (n = 320,000); growth rescue, % at 18.8 µM; S. cerevisiae Mot1-301 growth rescue, ATP luminescence, 38.5C; percent above DMSO median, 100 means doubled;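 active = every valid replicate shows activation above 250% relative to neutral control wells; inactive = the rest, any valid replicate at or below 250%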;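 also: OY570 slx delta 5 strain wells were the positive control but not used for scaling; some compounds called inactive have numbers as strong as hits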
CDK5 p35 inh = inhibitors of human CDK5/p35 kinase | actives 0.01% (n = 330,000) | inhibition, % at 10 µM | Recombinant CDK5/p35, ADP-Glo luminescence, 60 min | Q00535+Q15078;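 active = highest replicate inhibition of at least 50% and at least 75% of replicates reaching 50%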;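 also: plate controls were DMSO neutral control for no effect and GW8510 at 10 µM for full effect; many of its hits are not listed in these tables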
PKA-R1A act = activates the PKA-R1A holoenzyme complex; actives 0.083% (n = 340,000); P00514+P68181; activation, % at 11.4 µM; PKA-R1A dissociation, Cy5-IP20 fluorescence polarization; scaled: DMSO 0%, 113 µM cGMP 100%;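 active = percent activation above the mean of all tested compounds plus 3 SD, cut at about 19% in these data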;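 also: higher means more PKAc released from R1A so a rise in polarization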
PKA-R2B act = activators of human PKA-R2B complex | P22694+P31323 | PKA-R2B holoenzyme dissociation, Cy5-IP20 fluorescence polarization; R2B truncated from residue 108, S112A mutant; 0% DMSO only, 100% 113 µM cGMP | activation, % at 11.4 µM | actives 0.079% (n = 340,000) | AID 504700;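 active = activation above a cutoff set at the mean over all compounds plus 3 SD, cut at about 18% in these data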;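 also: higher means more holoenzyme dissociation and a rise in polarization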
Target sequence (P31323 whole entry, looked up, other chains not shown, the tested form may be a part): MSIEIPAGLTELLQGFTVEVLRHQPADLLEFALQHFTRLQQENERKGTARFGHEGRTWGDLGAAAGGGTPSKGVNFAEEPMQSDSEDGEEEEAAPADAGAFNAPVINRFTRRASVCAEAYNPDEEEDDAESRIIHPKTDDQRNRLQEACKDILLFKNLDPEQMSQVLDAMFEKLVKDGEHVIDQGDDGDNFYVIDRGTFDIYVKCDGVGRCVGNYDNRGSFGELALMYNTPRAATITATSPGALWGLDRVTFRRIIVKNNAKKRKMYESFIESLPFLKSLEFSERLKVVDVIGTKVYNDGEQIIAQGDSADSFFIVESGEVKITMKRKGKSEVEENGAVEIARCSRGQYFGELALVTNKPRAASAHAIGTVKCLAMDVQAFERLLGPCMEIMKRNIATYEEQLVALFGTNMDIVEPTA
SR-BI uptake up = activators of SR-BI mediated HDL lipid uptake | CHO ldlA[mSR-BI] cells, DiI-HDL uptake fluorescence, 3 h; 100 = double the neutral-control signal | activation, % at 12.5 µM | actives 0.096% (n = 320,000);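 active = mean replicate activation of at least 60% and every replicate at or above 60%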;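 also: 0% = median plate neutral-control signal and 100% = twice that signal; values of inactives mirror those of a sister screen read the other way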
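Test system: SR-BI-overexpressing, LDLR-lacking CHO cells. Measured by: DiI fluorescence, bottom read. Medium: Ham's F12 with 0.5% BSA, HEPES 25 mM, pH 7.4. Timing: 3 h uptake period with compound, 37 °C.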
dFosB act = mouse delta FosB homodimer activation | purified delta FosB, TAMRA-CDK5 oligo fluorescence polarization; percent of positive-control signal above neutral wells | actives 0.99% (n = 340,000) | AID 493131 | activation, % at 25 µM;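 active = mean activation above about 17%, with every replicate also reaching it, limit read from the data, passing the limit was not always enough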;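 also: fluorescence polarization rise as delta FosB binds a TAMRA Cdk5 AP-1 oligo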
MITF act = MITF TRPM1 promoter activation in melanoma cells; SK-MEL-5 TRPM1-promoter luciferase, 24 h; % of positive control, neutral wells = 0; activation, % at 12.5 µM; actives 0.75% (n = 300,000);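 active = mean activation of at least 80% with every replicate also reaching 80%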;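 also: 0% = neutral control wells and 100% = parthenolide positive control wells; values of inactives mirror those of a sister screen read the other way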
Numbers without * were called inactive; / = not tested or not shown.

A first look (five entries):
No.	Pemphigus Ab inh	SR-BI HDL uptake	Arrestin-AP2 inh	NSD2 inh	canonical_smiles	Mot1-301 SUMO	CDK5 p35 inh	PKA-R1A act	PKA-R2B act	SR-BI uptake up	dFosB act	MITF act
1	196	-2	-5	3	Cc1cccc(S(=O)(=O)N2CCn3cccc3C2C)c1 (configuration not stated)	2	-1.3	0	5	2	-14	-8
2	101	47	3	-14	COc1ccccc1NC(C#N)c1ccccc1OCc1ccccc1 (configuration not stated)	-4	-4.5	-7	-3	-47	-6	19
3	105	20	-4	-1	Cc1ccccc1OCc1nnc(SCC(=O)N2CCc3ccccc32)n1C	-11	1.8	5	-7	-20	-2	/
4	/	/	1	/	C=CCN(C(=O)CCC(=O)Nc1cc(C)on1)C(C(=O)NC1CCCC1)c1ccc(CC)cc1 (configuration not stated)	404	-3.0	1	-4	/	-16	-9
5	106	-7	-7	-1	CC(=O)Nc1ccc(C(=O)OCC(=O)Nc2ccccc2F)cc1	-12	-0.6	4	-7	7	-1	0

The listing, repeating the preview:
No.	Pemphigus Ab inh	SR-BI HDL uptake	Arrestin-AP2 inh	NSD2 inh	canonical_smiles	Mot1-301 SUMO	CDK5 p35 inh	PKA-R1A act	PKA-R2B act	SR-BI uptake up	dFosB act	MITF act
1	196	-2	-5	3	Cc1cccc(S(=O)(=O)N2CCn3cccc3C2C)c1 (configuration not stated)	2	-1.3	0	5	2	-14	-8
2	101	47	3	-14	COc1ccccc1NC(C#N)c1ccccc1OCc1ccccc1 (configuration not stated)	-4	-4.5	-7	-3	-47	-6	19
3	105	20	-4	-1	Cc1ccccc1OCc1nnc(SCC(=O)N2CCc3ccccc32)n1C	-11	1.8	5	-7	-20	-2	/
4	/	/	1	/	C=CCN(C(=O)CCC(=O)Nc1cc(C)on1)C(C(=O)NC1CCCC1)c1ccc(CC)cc1 (configuration not stated)	404	-3.0	1	-4	/	-16	-9
5	106	-7	-7	-1	CC(=O)Nc1ccc(C(=O)OCC(=O)Nc2ccccc2F)cc1	-12	-0.6	4	-7	7	-1	0
6	109	7	-5	0	O=C(Cc1ccccc1)Nc1ccc(NC(=O)C2CCCCC2)nc1	141	-4.0	-3	-11	-7	-2	-3
7	110	-14	-1	-5	COc1ccc(-c2nnc(SCc3ccccc3F)o2)cc1	111	0.1	-15	-2	14	-10	62
8	100	14	6	/	CC(C)C[C@@]12C(=O)N(c3cccc(Br)c3)C(=O)N1[C@H](c1ccc(Cl)cc1)[C@@H]1C(=O)N(C3CCCCC3)C(=O)[C@@H]12	1	-7.7	0	-7	-14	1	0
9	115	10	30	-1	COc1cccc(-c2nn(-c3ccccc3)cc2/C=C(\C#N)C(=O)NCCCn2ccnc2)c1	-1	1.0	-4	-8	-10	0	21
10	103	6	-4	-1	COc1ccc(S(=O)(=O)N2CCCC2C(=O)NCC(=O)Nc2cccc(Cl)c2C)cc1 (configuration not stated)	1	-1.8	-5	-7	-6	-6	1
11	72	-12	-5	/	O=C(c1ccc(Br)cc1)N1CCN(S(=O)(=O)c2ccccc2)CC1	-10	1.6	-12	-3	12	-3	/
12	106	-18	0	10	CNS(=O)(=O)c1cccc(C(=O)OCC(=O)N2CCN(C(=O)c3ccco3)CC2)c1	-17	-0.5	-6	-5	18	-2	-4
13	93	-43	-1	-2	CN(C)S(=O)(=O)c1cccc(NC(=O)CN(CCO)CC(=O)Nc2cccc(S(=O)(=O)N(C)C)c2)c1	11	-1.6	-4	9	43	-4	19
14	100	-5	-8	0	Cc1cccc(N2CCN(CC(=O)NCc3ccc(Cl)cc3)CC2)c1C	250	1.8	-7	-10	5	-3	/
15	66*	18	10	/	N#Cc1nc(-c2ccc(OCc3ccccc3)cc2)oc1N1CCC(C(N)=O)CC1	1	0.2	-17	4	-18	-1	20

(cont.)
No.	Pemphigus Ab inh	SR-BI HDL uptake	Arrestin-AP2 inh	NSD2 inh	canonical_smiles	Mot1-301 SUMO	CDK5 p35 inh	PKA-R1A act	PKA-R2B act	SR-BI uptake up	dFosB act	MITF act
16	110	-17	-4	1	COc1ccc(Cc2nnc(NC(=O)Nc3ccccc3F)s2)cc1OC	3	0.8	0	-19	17	-6	-14
17	107	4	-4	0	NNC(=O)CCN1CCN(C(c2ccccc2)c2ccccc2)CC1	/	-1.7	-14	-6	-4	-1	-7
18	102	11	-1	-2	O=C(Cc1ccccc1[N+](=O)[O-])NCCSCc1c(F)cccc1Cl	3	-0.5	-5	1	-11	3	13
19	113	8	16	-2	CN(C)CCNc1oc(COc2ccc(Cl)cc2)nc1C#N	3	-0.6	4	-2	-8	-8	2
20	98	/	1	38	CCOc1ccc(CN2CCN(CCCn3cccn3)CC2CCO)cc1 (configuration not stated)	-7	0.4	-9	9	/	-13	-9
21	90	-4	-9	0	Cc1cccc(C(=O)NNC(=O)c2ccc3ccccc3c2)c1	/	0.4	4	-7	4	1	3
22	/	-4	1	-1	COc1ccc(CNC(=O)C2CCN(S(=O)(=O)c3cccc4nonc34)CC2)cc1	-7	-3.1	-6	-3	4	2	8
23	99	18	-1	-3	O=C1CC(c2cccc(Br)c2)C2=C(CCCC2=O)N1 (configuration not stated)	8	1.2	3	2	-18	0	-11
24	105	-35	24	-3	Cc1ccccc1C(=O)NCC(=O)NNC(=S)NC(=O)c1ccccc1	-4	-0.5	-8	-13	35	-4	4
25	111	4	-4	-2	O=C(Nc1cccc(Cl)c1N1CCOCC1)c1cccnc1Cl	412	-9.2	9	-1	-4	7	/
26	96	-12	16	1	Cc1[nH]nc2c1C(c1cn[nH]c1-c1ccc(F)cc1)C(C#N)=C(N)O2 (configuration not stated)	5	0.7	-16	-13	12	-8	-28
27	/	-22	0	1	CCOC(=O)N1CCN(CC(=O)n2c(C)c(C)c3ccccc32)CC1	/	-0.4	-2	3	22	-7	/
28	94	3	6	0	Cc1ccc(Nc2cc(C(=O)NCCCN3CCOCC3)c3ccccc3n2)c(C)c1	28	0.4	2	4	-3	-3	5
29	103	23	43	-1	COc1ccc(OC)c(-c2cc(C(=O)N3CCc4ccccc4C3)no2)c1	8	0.6	11	8	-23	-3	-10
30	105	-1	13	-11	CCOC(=O)c1c(C)[nH]c(NC(=O)NNC(=O)c2ccccc2Cl)c1C	-10	1.2	14	10	1	-5	9

(list continues)
No.	Pemphigus Ab inh	SR-BI HDL uptake	Arrestin-AP2 inh	NSD2 inh	canonical_smiles	Mot1-301 SUMO	CDK5 p35 inh	PKA-R1A act	PKA-R2B act	SR-BI uptake up	dFosB act	MITF act
31	110	41	-16	6	COc1ccc(/C(=C/Nc2cccc(Br)c2)C(C)=O)cc1OC	-10	1.0	1	-3	-41	-7	2
32	94	-20	2	8	O=P(c1ccccc1)(c1ccccc1)C(O)c1ccco1 (configuration not stated)	30	-1.1	-2	-9	20	5	10
33	116	1	9	2	COc1cc(C(=O)Nc2ccc3c(c2)N(C(=O)CN2CCN(C)CC2)c2ccccc2CC3)cc(OC)c1OC	7	-0.1	-8	-7	-1	-8	9
34	109	-2	-11	-1	O=C(NCc1ccccn1)Nc1cccc(F)c1	-1	1.4	-7	2	2	-7	19
35	104	-41	-1	2	CCOc1ccccc1OCC(=O)Nc1ccc(S(=O)(=O)Nc2nc(C)cc(C)n2)cc1	-18	0.0	-13	-9	41	-4	2
36	101	-1	-18	4	COc1cccc(C2c3[nH]c4ccccc4c3CCN2Cc2ncc[nH]2)c1 (configuration not stated)	-6	-3.0	7	-1	1	1	-15
37	/	4	25	/	O=C(Nc1ccccc1N1CCOCC1)c1cc(=O)[nH]c2ccccc12	15	1.4	0	14	-4	-5	-10
38	105	3	4	-2	COc1cc(OC)cc(-n2nc(C(=O)NCCCN3CCOCC3)c3ccccc3c2=O)c1	8	-1.0	6	5	-3	-13	/
39	106	2	-8	0	CCOP(=O)(c1ccccc1)C1(C#N)CC1 (configuration not stated)	3	-0.1	-1	1	-2	-4	-4
40	95	-7	-1	/	CCCn1cc(SCC(=O)NCC2CCCO2)c2ccccc21 (configuration not stated)	0	2.8	1	1	7	-2	/
41	123	-15	23	-3	COC(=O)C(Cc1ccccc1)NC(=O)C(CC(C)C)NC(=O)OC(C)(C)C (configuration not stated)	15	-0.4	-7	-18	15	-6	7
42	111	15	-7	0	Cc1[nH]c2c(C)cccc2c1CCNC(=O)C1CCCCC1C(=O)OCC(F)(F)F (configuration not stated)	-11	0.0	3	9	-15	-18	-3

One compound at a time (already shown).
Shown for `CCOP(=O)(c1ccccc1)C1(C#N)CC1` (configuration not stated) = Pemphigus Ab inh: 106; SR-BI HDL uptake: 2; Arrestin-AP2 inh: -8; NSD2 inh: 0; Mot1-301 SUMO: 3; CDK5 p35 inh: -0.1; PKA-R1A act: -1; PKA-R2B act: 1; SR-BI uptake up: -2; dFosB act: -4; MITF act: -4
Shown for `O=C(Nc1ccccc1N1CCOCC1)c1cc(=O)[nH]c2ccccc12` = Pemphigus Ab inh: /; SR-BI HDL uptake: 4; Arrestin-AP2 inh: 25; NSD2 inh: /; Mot1-301 SUMO: 15; CDK5 p35 inh: 1.4; PKA-R1A act: 0; PKA-R2B act: 14; SR-BI uptake up: -4; dFosB act: -5; MITF act: -10

Screening results as filed in PubChem BioAssay.
